# SRC1 TRFRET art: flags TR-FRET format artefacts in PPARgamma SRC-1 recruitment agonist screen; TR-FRET detection artefact counter-screen, emission ratio; stronger effect = higher value; TR-FRET ratio at 8 µM; hit rate 0.34% among 99,000; AID 1051; in the data active means TR-FRET ratio above about 2300; further: inactives centre near 1800; reference of the scale not given here
# SRC3 TRFRET art: counter-screen for PPARgamma SRC-3 recruitment agonists: TR-FRET artefact; hit rate 0.39% among 99,000; TR-FRET ratio at 8 µM; PPARgamma/SRC-3 format; stronger effect = higher value; in the data active means TR-FRET ratio above about 2000; further: inactives centre near 1600; reference of the scale not given here
# Numbers without * were called inactive. Compounds were not picked by outcome, and some 0.65% of all compounds hit somewhere here.
# Preview (two entries):
SMILES,SRC1 TRFRET art,SRC3 TRFRET art
C/C(CC(=O)Nc1cc(C)ccn1)=N\NC(=O)c1ccc(C)cc1,1632,1577
Cc1cccc(Cn2c(=O)n(CCCC(=O)NCc3ccco3)c(=O)c3ccccc32)c1,1800,1709

# The whole of this part, from the start:
SMILES,SRC1 TRFRET art,SRC3 TRFRET art
C/C(CC(=O)Nc1cc(C)ccn1)=N\NC(=O)c1ccc(C)cc1,1632,1577
Cc1cccc(Cn2c(=O)n(CCCC(=O)NCc3ccco3)c(=O)c3ccccc32)c1,1800,1709
Cc1ccc2nc(NC(=O)C3CCCN(S(=O)(=O)c4cccnc4)C3)sc2c1 (stereo unspecified),1876,1476
COc1cc([N+](=O)[O-])cc(/C=N/NC(=O)C(C)Nc2cccc3ccccc23)c1O (stereo unspecified),1763,1595
COc1ccc(N(C(=O)c2ccccc2)S(=O)(=O)c2cccs2)cc1,1724,1585
CN(Cc1ccccc1)C(=O)CSc1cc(=O)n(C)c2ccccc12,3203*,2514*
C/C(=N\NC(=S)NC(C)C)c1ccc(Cl)s1,1739,1678
O=C(/C=C/c1ccccc1)OCCCN=C1NS(=O)(=O)c2ccccc21,1931,1729
N#C/C(=C(\O)C(F)(F)F)c1nnc2n1CCCCC2,1746,1559
COc1cc(NS(=O)(=O)c2ccc(NC(=O)/C=C/c3cccc([N+](=O)[O-])c3)cc2)ncn1,1859,1441
Oc1ccccc1C1=NCCNC(C(F)(F)F)=C1,1629,1808
COc1cc(OC)c(NC(=O)c2ccccc2F)cc1Cl,1720,1549
Cc1cccc(-n2ncc3c(N4CCOCC4)ncnc32)c1,1859,1678
COC(=O)c1sc(NC(=O)/C=C/c2ccc(C)o2)nc1C,1642,1664
c1ccc(Oc2ccc(-c3ccnc4nc(N5CCOCC5)nn34)cc2)cc1,1758,1486
OCC1(CC2CCCCO2)CCN(Cc2ccccc2-c2ccco2)CC1 (stereo unspecified),1653,1612
O=C(NNC(=S)NCc1ccccc1)c1ccccc1OC(F)F,1891,1530
COC(=O)CNC(=O)C(CCSC)NC(C)=O (stereo unspecified),2097,1425
O=C1C2C3C=CC(CC3)C2C(=O)N1/N=C/c1ccc(O)c(O)c1 (stereo unspecified),1587,1667
COc1ccc(-c2nc(NC(=O)c3n[nH]c(=O)c4ccccc34)sc2C)cc1,1923,1737
COc1ccc(CCNC(=O)C2CCC(CNc3c(N4CCCC4)c(=O)c3=O)CC2)cc1OC (stereo unspecified),1900,1631
COc1ccc(C(NC(=O)/C=C/c2ccco2)c2ccc(OC)c(OC)c2)cc1OC,1831,1408
CCN(CC)S(=O)(=O)c1ccc(Cl)c(NC(=O)COC(=O)/C=C/c2ccc(O)c(OC)c2)c1,1683,1543
O=S(=O)(c1ccccc1)N1CCN=C1SCc1ccc(Cl)c(Cl)c1,1761,1528
N#CC1=C2SC=C(c3ccc(Br)cc3)N2CCCC1=O,2049,1805
# The list goes on.
SMILES,SRC1 TRFRET art,SRC3 TRFRET art
COc1ccc(N(C(=O)CNC(=O)c2cccs2)C(C(=O)NCC2CCCO2)c2ccc(OC)c(OC)c2)cc1 (stereo unspecified),1918,1627
Cc1ccc(CNC(=O)CC2Nc3c4ccccc4nc(=S)n3C2=O)cc1 (stereo unspecified),1996,1758
CCOC(=O)C1(Cc2ccc(Cl)cc2)CCN(Cc2ccon2)CC1,1734,1695
O=C(CSc1nncs1)NC1CCCc2ccccc21 (stereo unspecified),1747,1521
Cc1cc2cc(C)c(NCCNC(=O)c3cccs3)nc2cc1C,1664,1452
NS(=O)(=O)c1ccc(NC(=O)COC(=O)CCc2c[nH]c3ccccc23)cc1,1831,1556
CCCCN=C1NN=C(c2ccc3c(c2)OCCO3)CS1,1510,1655
COc1cc(NC(=O)CN2CCN(c3ccccc3)CC2)c(C)cc1[N+](=O)[O-],1901,1509
COc1ccc(-n2c(=S)[nH]c3cc(C(=O)Nc4cc(OC)c(OC)c(OC)c4)ccc3c2=O)c(OC)c1,1418,1435
COc1ccc(NC(=O)C2CC(=O)N=C(N)S2)cc1 (stereo unspecified),1818,1504
COc1ccc(C(C)=O)cc1COC(=O)c1cnc(Cl)c(Cl)c1,1769,1577
COc1cc(C=O)ccc1Oc1cnccn1,2078,1600
Cc1ccccc1CSc1nnc2ccc(-c3ccncc3)nn12,1981,1734
Nc1cc(S(=O)(=O)N2CCCCC2)ccc1N1CCOCC1,1910,1662
Cc1cc2c(c(SCC#N)n1)C(=O)OC2,1789,1743
CCOC(=O)c1c(NC(=O)COC(=O)c2ccc(O)cc2)sc(C(=O)N(C)C)c1C,1805,1573
Cn1cnnc1SCC(=O)c1ccc(O)c(O)c1,1801,1533
CCOP(=O)(OCC)C(NC(=O)Nc1ccc(Cl)cc1)C(=O)N(CC)CC (stereo unspecified),1736,1594
CC(=O)c1ccc(OCC(=O)c2ccc(-c3ccccc3)cc2)cc1,1855,1767
O=C(O)c1cccnc1Sc1ccccc1,1844,1765
O=C(CSc1ccc(Cl)cc1)N1CCCC1,1809,1657
CCOc1ccc(NCc2ccccc2OCc2cccc(F)c2)cc1,1740,1657
COc1ccc([N+](=O)[O-])cc1NC(=S)NC(=O)C(C)(C)C,1838,1394
COc1cc(OC)c(-c2noc(C(=O)OC(C)(C)C)c2C(=O)OC(C)(C)C)c(OC)c1,1970,1397
COCC(=O)NCc1nc2ccccc2n1Cc1ccccc1F,1698,1302

# 6 records drawn at random from the list so far:
SMILES,SRC1 TRFRET art,SRC3 TRFRET art
COc1cc(OC)c(-c2noc(C(=O)OC(C)(C)C)c2C(=O)OC(C)(C)C)c(OC)c1,1970,1397
COc1ccc([N+](=O)[O-])cc1NC(=S)NC(=O)C(C)(C)C,1838,1394
CC(=O)c1ccc(OCC(=O)c2ccc(-c3ccccc3)cc2)cc1,1855,1767
COCC(=O)NCc1nc2ccccc2n1Cc1ccccc1F,1698,1302
COc1ccc(N(C(=O)CNC(=O)c2cccs2)C(C(=O)NCC2CCCO2)c2ccc(OC)c(OC)c2)cc1 (stereo unspecified),1918,1627
Nc1cc(S(=O)(=O)N2CCCCC2)ccc1N1CCOCC1,1910,1662

# More structures follow:
SMILES,SRC1 TRFRET art,SRC3 TRFRET art
CCn1c(=N)n(CC(O)c2cccs2)c2ccccc21 (stereo unspecified),1912,1560
CCOc1ccc(/C=C/C(=O)Nc2ccccc2C(F)(F)F)cc1,1460,1462
O=C(O)c1ccccc1SC1CC(=O)N(c2ccccc2)C1=O (stereo unspecified),2005,1519
CC(C)CC(NC(=O)c1cccc(Cl)c1)C(=O)O (stereo unspecified),1887,1830
O=c1oc2ccc3ccccc3c2cc1-c1nnc(-c2cccs2)o1,1584,1535
Cc1cc(C)nc(-n2ncc3c2CC(c2cccc(Cl)c2)CC3=O)n1 (stereo unspecified),1644,1630
CC(OC(=O)c1ccc2c(=O)n3c(nc2c1)CCCCC3)C(N)=O (stereo unspecified),1778,1564
COc1ccc(CCN2C(=O)CN=C2Nc2ccc(F)cc2)cc1OC,1693,1498
COc1ccc(N2CCN(c3cc(C)c4ccc(C)cc4n3)CC2)cc1,1648,1556
COc1cccc(/C=C(/C(=O)OCC(=O)NCC2CCCO2)c2ccccc2)c1 (stereo unspecified),1764,1364
O=C(N/N=C/c1cc([N+](=O)[O-])c(N2CCOCC2)cc1N1CCOCC1)c1cccnc1,1822,1677
COc1cccc(-n2c(=S)[nH]c3c(oc4ccccc43)c2=O)c1,1998,1884
CC(=O)Nc1cccc(N=NN2CCOCC2)c1,1766,1481
CCOc1ccc(NC(=O)C(=O)NCc2ccncc2)cc1,1679,1439
Cc1cccc2sc(N(CCCN(C)C)C(=O)c3ccco3)nc12,1691,1469
CC(Nc1cccc2ccccc12)C(=O)N/N=C/c1ccc([N+](=O)[O-])cc1 (stereo unspecified),2146,1606
CC(=O)c1ccc(NC(=S)NCCc2ccccn2)cc1,1589,1535
C=CCOc1ccc(CNc2ccc3[nH]c(=O)[nH]c3c2)cc1OCC,1750,1640
COc1ccc(/C=C(\NC(=O)c2ccccc2)C(=O)OCC2CCCN3CCCCC23)cc1OC (stereo unspecified),1552,1236
COc1ccc(C2=NN(C(=O)CN3CCOCC3)C(c3nc4ccccc4[nH]3)C2)cc1 (stereo unspecified),1718,1498
CNC(=S)N/N=C(\C)c1ccc2c(c1)OCO2,2046,1504
O=C(Nc1ccc(N2CCOCC2)cc1)c1ccccc1SCC(=O)N1CCCC1,1831,1417
CCn1nnnc1-c1ccc(OC)c(S(=O)(=O)Nc2ccc(S(N)(=O)=O)cc2)c1,1696,1626
O=C(N/N=C/c1ccc(N2CCOCC2)o1)c1ccccc1[N+](=O)[O-],1489,1381
Cc1ccccc1CN1C(=O)c2ccccc2Sc2ccc(C(=O)O)cc21,1796,1401
# (cont.)
SMILES,SRC1 TRFRET art,SRC3 TRFRET art
CS/C(=N\S(=O)(=O)c1cccs1)Nc1ccc(F)cc1,1788,1737
O=C(N/N=C/c1ccncc1)c1ccc(-n2cccc2)cc1,2016,1588
Cc1cccc(C)c1NC(=S)N/N=C1\CC2CC=CC12 (stereo unspecified),1959,1581
Cc1ccc(S(=O)(=O)c2nnn(-c3cccc(F)c3)c2N)cc1,1668,1250
CC(C)(C)c1ccc(OCc2ccc(C(=O)NCc3cccnc3)o2)cc1,1764,1513
CC1=NN(c2ccc(Cl)cc2)C(=O)C1C(c1ccccc1O)c1c(C)[nH]n(-c2ccc(Cl)cc2)c1=O (stereo unspecified),1656,1415
CC(=O)Nc1cccc(/C(C)=N/NC(=O)c2cccs2)c1,1729,1616
CCOC(=O)C1=C(C)OC(N)=C(C#N)C1c1ccc(OC)c(CSc2ccccn2)c1 (stereo unspecified),1856,1555
O=C(Nc1ccccc1C(=O)NCc1cccnc1)c1cccc([N+](=O)[O-])c1,1832,1645
C/C(=N/NC(=O)CC1N=C(Cc2ccccc2)NNC1=O)c1cccnc1 (stereo unspecified),1388,1412
O=C(Nc1ccc(S(=O)(=O)N2CCOCC2)cc1)c1ccc2c(c1)S(=O)(=O)c1ccccc1C2=O,1554,1542
Cc1ccc(NC(=S)N(Cc2ccco2)C(C)c2cccs2)c(Cl)c1 (stereo unspecified),1764,1671
COc1cccc(CN2CCC(CO)(CC3CCCCO3)CC2)c1 (stereo unspecified),1766,1560
CCC1CCC/C1=N\NC(=O)CCC(=O)Nc1ccccc1Cl (stereo unspecified),1800,1548
CNCCCOc1ccc(Cl)cc1C(C)(C)C,1968,1670
O=C1CCCC/C1=C/NCc1ccccc1,1883,1501
S=c1[nH]nc(-c2ccco2)n1-c1ccccc1Cl,1933,1582
Cc1ccc(NC(=O)Cn2nnc3ccccc3c2=O)cc1C,1642,1626
COc1ccsc1C(=O)Nc1ccc(F)cc1F,1692,1488
CC(=O)N1CCCN(Cc2cn(-c3ccc(C)cc3)nc2-c2cccc(C)c2)CC1,1622,1750
CC(C)(C)C1CCC(C(=O)OCC(=O)c2ccc[nH]2)CC1 (stereo unspecified),1921,1704
Cc1ccc2c(c1)nc(-n1nc(C)cc1C)c1nnnn12,1735,1601
Cc1ccc(CNC(=O)C(NS(=O)(=O)c2cccc3nsnc23)c2ccccc2)cc1 (stereo unspecified),1534,1733
CCSc1nnc(NC(=O)[C@H](C)NC(=O)c2ccccc2Cl)s1,1886,1498
Cc1cc(C)c(OCCCCN(C)C)c(Br)c1,1810,1424
# Later entries:
SMILES,SRC1 TRFRET art,SRC3 TRFRET art
O=C(NC(Cc1ccccc1)c1nc2ccccc2[nH]1)c1ccc(Cl)c([N+](=O)[O-])c1 (stereo unspecified),1895,1594
Cc1c(N/C(=N/S(=O)(=O)c2ccc(Cl)cc2)c2ccccc2)c(=O)n(-c2ccccc2)n1C,1922,1684
CCN1CCc2nc(SCC(=O)Nc3ccc(OC)cc3)c(C#N)cc2C1,1945,1546
COc1ccc(CNC(=O)CCSCc2ccccc2C)cc1,1687,1540
COc1ccc(N2CCN(C(=O)CN(C)S(=O)(=O)c3ccc4c(c3)c(=O)n(C)c(=O)n4C)CC2)cc1,1825,1567
COc1ccc(Nc2cc(C)c3ccccc3n2)cc1,1815,1923
CC(C)CCn1c(O)c(N=Nc2ccccn2)c2ccccc21,1772,1558
C/C(=N\NC(=O)OC(C)(C)C)c1ccccc1Br,1510,1529
Cc1ccc(O)c(CCc2ccc(O)cc2)n1,1865,1593
Cc1c(NC(=O)c2cc(-c3ccc4c(c3)OCO4)on2)c(=O)n(-c2ccccc2)n1C,1489,1675
O=C(N/N=C/c1cc(Cl)ccc1O)c1ccc(Br)cc1,1757,1419
NC(=O)c1c(NC(=O)CCCn2cnc([N+](=O)[O-])n2)sc2c1CCCC2,1852,1552
COC(CNS(=O)(=O)c1cccc2nonc12)OC,1975,1872
O=C(CCSCc1ccccc1Cl)NC1CCCCC1,1695,1628
O=[N+]([O-])c1ccc(Cl)c2cccnc12,1907,1593
Cc1cccc(NS(=O)(=O)c2cccc3cccnc23)n1,1740,1775
Cc1ccc(N/N=C(\C#N)C(N)=S)c(C)c1,1948,1768
O=C(COC(=O)C12CC3CC(CC(O)(C3)C1)C2)NC12CC3CC(CC(C3)C1)C2,1679,1438
Cc1[nH]n(-c2nc(-c3ccc(Cl)cc3)cs2)c(=O)c1N=Nc1ccc(O)cc1,1642,1431
Cc1cc(C)n2nc(SCC(N)=O)nc2n1,1650,1603
CCOc1ccccc1-c1nn2c(Cc3ccccc3)nnc2s1,1824,1550
O=C(Nc1ccc(Br)cc1Cl)NC1CC1,1973,1634
CCOC(=O)C(=O)Nc1ccc(Oc2ccccc2)cc1,1837,1621
CCc1cccc(OCC(=O)Nc2ccc(S(=O)(=O)Nc3ccccn3)cc2)c1,1932,1514

# Single records (already shown). Order of values: SRC1 TRFRET art	SRC3 TRFRET art
# CCOC(=O)C(=O)Nc1ccc(Oc2ccccc2)cc1 in the list: 1837	1621
# Cc1c(N/C(=N/S(=O)(=O)c2ccc(Cl)cc2)c2ccccc2)c(=O)n(-c2ccccc2)n1C in the list: 1922	1684
# O=[N+]([O-])c1ccc(Cl)c2cccnc12 in the list: 1907	1593
# C/C(=N\NC(=O)OC(C)(C)C)c1ccccc1Br in the list: 1510	1529
# NC(=O)c1c(NC(=O)CCCn2cnc([N+](=O)[O-])n2)sc2c1CCCC2 in the list: 1852	1552

# High-throughput results (PubChem BioAssay)
